DAX1 inh-1: inhibitors of human orphan nuclear receptor DAX1 (NR0B1); HEK293 Gal4-DAX1 luciferase reporter, luminescence; inhibition, % at 6.75 µM; 0.99% of 340,000 active; AID 504766;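 active = inhibition above the mean over all tested compounds plus 3 SD, cut at about 4.2% in these data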;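 note: 0% = DAX1-transfected cells with DMSO and 100% = empty-vector control cells with DMSO; inhibition shows as a rise in luminescence from relieved DAX1 repression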
Rev-erbA mod: modulators of human Rev-erb alpha DNA binding | 0.79% of 370,000 active | activity, % at 10 µM | Rev-erbα–FITC-DNA binding, fluorescence polarization, 90 min;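 active = activity above about 14%, limit read from the data; passing the limit was not always enough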;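 note: 0% = DMSO wells with 35 nM protein and 100% = DMSO wells with 750 nM protein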
SMARCA2 activ: SMARCA2 function activation, primary screen; MG213 cells, MMTV-luciferase reporter, dexamethasone, overnight; activation, % at 9.1 µM; 1% of 370,000 active; AID 652017; in the data active = activation above about 7.8%;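 note: 0% = vehicle wells and 100% = reference activator wells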
PLCb3 inh: blocks human PLC-beta3 enzyme activity; Q01970; inhibition, % at 12.2 µM; Purified PLC-beta3, fluorogenic substrate, fluorescence; 0.18% of 370,000 active; in the data active = inhibition above about 11%;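 note: 0% = median of compound wells on plate and 100% = full blocker control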
MBD2 inh: MBD2-methylated oligo binding inhibition; 0.31% of 370,000 active; AID 686964; inhibition, % at 4.4 µM; TR-FRET, MBD2 binding to methylated oligonucleotide; in the data active = inhibition above about 13%
Target sequence (Q9UBB5 whole entry, looked up): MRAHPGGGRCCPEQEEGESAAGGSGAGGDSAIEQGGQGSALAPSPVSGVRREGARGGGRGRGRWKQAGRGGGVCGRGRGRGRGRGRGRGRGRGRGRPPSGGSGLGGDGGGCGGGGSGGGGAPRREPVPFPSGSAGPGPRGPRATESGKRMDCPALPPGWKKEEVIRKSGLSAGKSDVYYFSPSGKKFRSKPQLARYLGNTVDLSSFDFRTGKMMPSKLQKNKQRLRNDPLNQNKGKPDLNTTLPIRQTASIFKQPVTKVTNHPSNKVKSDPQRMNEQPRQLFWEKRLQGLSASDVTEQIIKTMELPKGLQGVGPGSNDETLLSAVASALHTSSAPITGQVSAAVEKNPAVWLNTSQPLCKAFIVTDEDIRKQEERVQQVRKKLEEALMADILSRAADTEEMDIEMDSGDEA
PLCg1 inh: inhibitors of human phospholipase C gamma1; P19174; inhibition, % at 12.2 µM; 0.84% of 370,000 active; purified PLC-gamma1, fluorogenic substrate, fluorescence; in the data active = inhibition above about 9.5%
ADAM17 inh: inhibits human ADAM17; P78536; recombinant ADAM17, EDANS/DABCYL FRET peptide cleavage; inhibition, % at 6.95 µM; 0.83% of 370,000 active;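 active = inhibition above the mean of compounds lying between control limits plus 3 SD, set per campaign, cut at about 8.5% in these data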;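 note: 0% = DMSO-only wells as the low control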
Target sequence (P78536 215-824 limits assumed): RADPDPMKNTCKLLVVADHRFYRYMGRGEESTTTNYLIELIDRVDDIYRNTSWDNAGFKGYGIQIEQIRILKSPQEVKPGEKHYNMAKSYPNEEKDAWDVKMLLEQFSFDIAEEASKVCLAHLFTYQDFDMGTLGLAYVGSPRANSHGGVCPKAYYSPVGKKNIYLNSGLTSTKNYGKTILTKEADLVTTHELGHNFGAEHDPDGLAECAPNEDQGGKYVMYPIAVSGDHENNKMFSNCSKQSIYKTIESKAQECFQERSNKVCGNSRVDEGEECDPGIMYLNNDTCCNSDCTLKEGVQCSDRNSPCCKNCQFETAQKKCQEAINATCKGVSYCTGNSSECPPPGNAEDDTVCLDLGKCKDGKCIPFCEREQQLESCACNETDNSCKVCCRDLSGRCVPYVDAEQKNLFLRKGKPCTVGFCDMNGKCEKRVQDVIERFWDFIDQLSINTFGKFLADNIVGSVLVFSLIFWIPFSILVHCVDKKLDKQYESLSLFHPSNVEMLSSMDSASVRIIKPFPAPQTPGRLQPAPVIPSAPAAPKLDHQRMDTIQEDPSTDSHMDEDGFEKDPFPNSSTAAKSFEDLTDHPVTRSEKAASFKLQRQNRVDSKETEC
DAX1 inh-2: DAX1 (NR0B1) inhibition, primary screen; AID 652010; inhibition, % at 6.8 µM; 1.1% of 370,000 active; HEK293T StAR-luciferase reporter, SF-1/DAX-1 repression relief;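 active = inhibition above the mean over all tested compounds plus 3 SD, cut at about 3.6% in these data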;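 note: 0% = DAX-1 cells with DMSO and 100% = cells lacking DAX-1 with DMSO; higher inhibition means more luminescence from relief of DAX-1 repression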
hgDAF-12 ag: activates the H. glycines DAF-12 receptor ligand-binding domain. HEK293 GAL4-hgDAF12 UAS-luciferase reporter, agonist luminescence; normalized to butyrate control. activation, % at 6.8 µM. 1.8% of 370,000 active;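 active = activation above a cutoff set at the mean of all screened compounds plus 3 SD, cut at about 10% in these data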;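 note: 0% = DMSO wells and 100% = sodium butyrate wells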
hcDAF-12 act: activates DAF-12 receptor from parasite H. contortus; HEK293 hcDAF-12 lit1-tk-luc reporter, luminescence; 0% DMSO, 100% Δ7-dafachronic acid; activation, % at 6.8 µM; 1.4% of 370,000 active;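 active = activation above the mean of all tested compounds plus 3 SD, cut at about 5.5% in these data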;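 note: 100% = response to 3 µM Δ7-dafachronic acid high control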
ssDAF12 agonist: activators of S. stercoralis DAF-12 nuclear receptor; HEK293 ssDAF-12/GRIP1 lit1-tk-luc reporter, luminescence; % of 3 µM dafachronic acid response; activation, % at 6.8 µM; 1% of 370,000 active; AID 652126;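 active = activation above the mean over all tested compounds plus 3 SD, cut at about 0.9% in these data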;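 note: 0% = DMSO-only wells and 100% = 3 µM delta7-dafachronic acid wells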
Starred values were filed as active, the others as inactive; i = inactive; . = no result given.

SMILES	DAX1 inh-1	Rev-erbA mod	SMARCA2 activ	PLCb3 inh	MBD2 inh	PLCg1 inh	ADAM17 inh	DAX1 inh-2	hgDAF-12 ag	hcDAF-12 act	ssDAF12 agonist
CCCCN(C(=S)Nc1cccc(SC)c1)C1CCN(C(C)=O)CC1	-2.9	-2	-3	-4	6	0	-5	0.3	-0.8	-0.8	-0.9
Cc1[nH]nc2c1C(c1ccc(F)cc1)N(c1ccccc1)C2=O (stereo not drawn)	.	-9	-1	1	3	1	-3	0.7	-1.3	-0.8	-1.4
CCOc1ccc(-c2nc(CSc3nnc(N)s3)cs2)cc1	1.3	-7	4	1	0	-1	-8	0.7	12*	3.0	-0.3
N#C/C(=C\c1coc2ccc(O)cc2c1=O)C(=O)Nc1nc2ccccc2s1	1.6	-20	0	-321	1	-217	-54	-0.7	-1.1	3.4	-0.1
Cn1c(SCC(=O)N/N=C/C=C/c2ccco2)nc2ccccc21	-0.2	0	-4	-29	13	-17	-9	0.1	-1.2	-1.1	-0.9
CCN1CC2=C(OC(N)=C(C#N)C2c2ccccc2)/C(=C\c2ccccc2)C1 (stereo not drawn)	0.0	7	-1	-69	-3	-61	-12	-1.0	-0.7	-2.7	-0.8
O=C1CC(NS(=O)(=O)c2cccnc2)CN1c1ccccc1 (stereo not drawn)	0.6	3	-1	-2	0	1	0	0.5	-0.7	-0.1	-0.8
COc1ccc(CCNC(=O)C(=O)NCC2CCCO2)cc1 (stereo not drawn)	-0.4	0	1	3	-5	0	-4	0.2	-1.0	-1.7	-0.7
Cc1ccccc1OCC(=O)NNC(=S)NC(=O)c1ccccc1[N+](=O)[O-]	-1.2	9	-5	-1	10	-1	5	-0.3	-0.1	1.5	-1.3
O=S(=O)(/N=C(\Sc1ccccc1)c1ccccc1)c1ccc(Cl)cc1	-0.6	-5	2	0	3	-1	-2	-0.4	0.8	-1.5	-0.7
CS(=O)(=O)c1ccc(Cl)c(NC(=O)Cc2ccsc2)c1	0.1	2	0	-7	4	-3	-6	0.0	0.7	-2.0	-0.7
Cn1cccc1CNCC(O)c1ccccc1 (stereo not drawn)	2.5	4	-1	-7	1	-1	0	0.1	-1.5	-0.3	-1.6
COCCC(=O)N1CCC(Oc2ccc(C(=O)N3C[C@@H]4CCC[C@H]3C4)cc2)CC1	-0.2	-3	-1	-5	-1	-1	-1	-0.1	-1.1	0.6	-1.1
COc1ccc(-c2cc(CNS(=O)(=O)c3cc(OC)ccc3OC)on2)cc1	-0.4	8	-1	-3	1	1	-3	0.2	2.5	2.8	0.3
CCOC(=S)SCC(=O)Nc1nc(-c2ccccc2)cs1	-0.6	-1	1	1	-2	-1	2	1.0	0.2	-1.6	-1.4
CC(C)(C)c1cc(NS(=O)(=O)c2cccs2)no1	0.8	-1	-3	-7	-1	1	-1	0.0	-1.4	1.5	-1.2
Cc1cccc(OCC(=O)O/N=C(\N)Cc2cccs2)c1	-0.2	-2	1	-5	-1	-1	-3	0.9	3.5	-0.4	-1.1
COc1ccc(/C=N/n2c(N)nc3ccccc32)cc1OC	0.3	5	6	-1	7	0	-2	0.5	0.2	-0.8	-1.2
CCNC(=S)N1CCc2cc(OC)c(OC)cc2C1COc1ccc(OC)cc1 (stereo not drawn)	-0.6	1	0	-6	-6	-1	3	0.8	-2.8	-2.4	-1.9
C=CCn1c(=O)c2ccccc2n2c(SCC(=O)NC)nnc12	1.9	0	-2	-8	3	-2	-3	0.4	-1.0	-0.1	-1.5

Of the compounds above, these contain a Cl atom.
SMILES	DAX1 inh-1	Rev-erbA mod	SMARCA2 activ	PLCb3 inh	MBD2 inh	PLCg1 inh	ADAM17 inh	DAX1 inh-2	hgDAF-12 ag	hcDAF-12 act	ssDAF12 agonist
O=S(=O)(/N=C(\Sc1ccccc1)c1ccccc1)c1ccc(Cl)cc1	-0.6	-5	2	0	3	-1	-2	-0.4	0.8	-1.5	-0.7
CS(=O)(=O)c1ccc(Cl)c(NC(=O)Cc2ccsc2)c1	0.1	2	0	-7	4	-3	-6	0.0	0.7	-2.0	-0.7

The results go on.
SMILES	DAX1 inh-1	Rev-erbA mod	SMARCA2 activ	PLCb3 inh	MBD2 inh	PLCg1 inh	ADAM17 inh	DAX1 inh-2	hgDAF-12 ag	hcDAF-12 act	ssDAF12 agonist
COc1ccc(S(=O)(=O)N2CCOC2CNC(=O)C(=O)NCCCN2CCOCC2)cc1 (stereo not drawn)	1.1	-3	-3	-22	1	-10	-7	1.0	-0.1	0.9	-0.5
Cc1cc(N2CCN(C(=O)Oc3ccc(C(F)(F)F)cc3)CC2)c2ccccc2n1	.	-2	-5	1	5	-1	-1	-3.2	-5.1	-4.6	-2.3
COc1ccc(CNC(=O)C(C)NS(=O)(=O)c2ccc(C)cc2)cc1 (stereo not drawn)	2.7	-2	-3	-7	0	1	-2	0.0	-2.2	1.6	-0.8
C=CS(=O)(=O)c1ccc(Oc2ccc(S(=O)(=O)C=C)cc2)cc1	-4.5	2	-12	2	2	8	3	-3.0	-6.0	-2.9	-2.4
OCCC1CN(Cc2ccc3cccc(F)c3n2)CCN1Cc1ccccc1 (stereo not drawn)	-2.0	-5	-1	-10	1	-5	-2	0.2	-0.9	2.0	0.4
O=C(N/N=C/c1ccc2c(c1)OCO2)c1ccc(COc2cccc3cccnc23)cc1	1.9	5	-1	-65	2	-43	-4	1.7	1.5	-1.0	-2.2
COc1ccc(OCCOCCN2CCN(C)CC2)cc1	-1.2	-2	1	-6	5	-1	-6	0.3	1.3	-1.4	-0.5
O=C(CN(Cc1ccccc1)C(=O)c1cc2c(s1)CCC2)NCc1cccs1	0.3	1	-3	8	-2	8	4	0.1	-3.9	-0.5	-0.9
CSCC[C@H](NC(=O)N1CCn2c1nc1ccccc12)C(=O)NCc1ccccc1	-0.1	3	0	-8	6	6	-4	1.2	5.0	-0.1	-1.1
O=C(NCCc1ccccc1)c1ccc2c(c1)OCO2	-4.3	0	-4	0	-3	-1	-3	0.8	1.1	-0.8	-0.4
COc1ccc(NC(=O)CSc2nc(N)c(NC(=O)c3cccs3)c(=O)[nH]2)cc1	1.8	-8	-2	-1	-6	0	0	-0.8	0.7	-1.4	-1.1
COc1ccc(C2(C)NC(=O)N(CC(=O)Nc3c(C)n(C)n(-c4ccccc4)c3=O)C2=O)cc1 (stereo not drawn)	0.1	1	-2	-1	0	-1	-2	-0.4	0.1	-0.7	-0.9
O=S(=O)(NCCN1CCOCC1)c1ccc(Oc2ccccc2Cl)cc1	-0.6	3	-2	-9	-1	-1	2	-0.5	-0.3	-0.4	-0.9
Nc1c(C(=O)Nc2ccc(Br)cc2)sc2nc(-c3ccco3)ccc12	-1.3	-6	2	i	-1	-426	-51	-0.3	2.8	3.4	-0.6
O=C(Cn1c(=O)oc2ccccc21)NCCc1ccccc1Cl	0.9	-2	-5	-4	6	1	-6	-0.1	0.5	-0.9	-1.0
Cc1cc(C)cc(NC(=S)N2CCN(S(C)(=O)=O)CC2)c1	0.5	-3	3	-3	-1	-3	2	0.3	-1.9	-0.6	0.3
COc1cccc(NC(=O)C2(C)CCN2Cc2ccc(SC)cc2)c1 (stereo not drawn)	.	1	-7	-1	-2	-1	0	0.9	0.2	-2.0	-1.1
O=C(NN=C1CCN(Cc2ccccc2)CC1)c1cc2ccccc2cc1O	0.2	-12	-2	-67	6	-50	-2	0.0	0.6	-0.3	-0.7
COc1ccc(Cl)cc1NC(=O)CN1CCN(S(=O)(=O)N2CCOCC2)CC1	-0.9	1	-4	-6	-4	-1	-3	-0.8	0.3	4.3	-1.0
CC12CCC(C(=NO)C1=NO)C2(C)C (stereo not drawn)	1.1	-3	2	2	2	3	-2	0.6	1.4	0.4	-0.8

Entries from the list above with a thiophene ring, fused or not (six):
SMILES	DAX1 inh-1	Rev-erbA mod	SMARCA2 activ	PLCb3 inh	MBD2 inh	PLCg1 inh	ADAM17 inh	DAX1 inh-2	hgDAF-12 ag	hcDAF-12 act	ssDAF12 agonist
CS(=O)(=O)c1ccc(Cl)c(NC(=O)Cc2ccsc2)c1	0.1	2	0	-7	4	-3	-6	0.0	0.7	-2.0	-0.7
CC(C)(C)c1cc(NS(=O)(=O)c2cccs2)no1	0.8	-1	-3	-7	-1	1	-1	0.0	-1.4	1.5	-1.2
Cc1cccc(OCC(=O)O/N=C(\N)Cc2cccs2)c1	-0.2	-2	1	-5	-1	-1	-3	0.9	3.5	-0.4	-1.1
O=C(CN(Cc1ccccc1)C(=O)c1cc2c(s1)CCC2)NCc1cccs1	0.3	1	-3	8	-2	8	4	0.1	-3.9	-0.5	-0.9
COc1ccc(NC(=O)CSc2nc(N)c(NC(=O)c3cccs3)c(=O)[nH]2)cc1	1.8	-8	-2	-1	-6	0	0	-0.8	0.7	-1.4	-1.1
Nc1c(C(=O)Nc2ccc(Br)cc2)sc2nc(-c3ccco3)ccc12	-1.3	-6	2	i	-1	-426	-51	-0.3	2.8	3.4	-0.6

A second format for part of the listing above:
| SMILES | DAX1 inh-1 | Rev-erbA mod | SMARCA2 activ | PLCb3 inh | MBD2 inh | PLCg1 inh | ADAM17 inh | DAX1 inh-2 | hgDAF-12 ag | hcDAF-12 act | ssDAF12 agonist |
| --- | --- | --- | --- | --- | --- | --- | --- | --- | --- | --- | --- |
| O=C(Cn1c(=O)oc2ccccc21)NCCc1ccccc1Cl | 0.9 | -2 | -5 | -4 | 6 | 1 | -6 | -0.1 | 0.5 | -0.9 | -1.0 |
| COc1ccc(C2(C)NC(=O)N(CC(=O)Nc3c(C)n(C)n(-c4ccccc4)c3=O)C2=O)cc1 (stereo not drawn) | 0.1 | 1 | -2 | -1 | 0 | -1 | -2 | -0.4 | 0.1 | -0.7 | -0.9 |
| COc1cccc(NC(=O)C2(C)CCN2Cc2ccc(SC)cc2)c1 (stereo not drawn) | . | 1 | -7 | -1 | -2 | -1 | 0 | 0.9 | 0.2 | -2.0 | -1.1 |

Later entries
SMILES	DAX1 inh-1	Rev-erbA mod	SMARCA2 activ	PLCb3 inh	MBD2 inh	PLCg1 inh	ADAM17 inh	DAX1 inh-2	hgDAF-12 ag	hcDAF-12 act	ssDAF12 agonist
N=c1ccn(Cc2ccc([N+](=O)[O-])cc2)cc1	3.3	-3	-6	-7	-2	3	-5	0.1	-0.8	-1.6	-1.9
COc1ccc(CNS(=O)(=O)CCNC(=O)c2ccc(OC)cc2)cc1	1.1	-2	-2	-14	2	1	-6	0.9	-1.4	-0.9	-0.7
O=C1c2cccc3cccc(c23)C(=O)N1CCN1CCN(C(=S)Nc2ccc(Cl)cc2)CC1	-0.8	-2	1	4	0	2	2	-0.1	-1.3	0.0	-0.9
CC(C)(O)C#Cc1ccc(CN2CCN(C3CCCCC3)C(CCO)C2)s1 (stereo not drawn)	0.1	-1	-3	0	-1	0	2	1.3	0.6	1.5	-0.9
CCN(CC)CCn1nc(C)nc1-c1ccccc1O	0.9	-6	-3	-1	2	-4	2	0.0	0.2	-0.8	-1.2

Source: PubChem (several laboratories)

No enrichment for hits. Share with any hit: about 7.4%.
